TRPV1 ag = human TRPV1 agonism. Q8NER1. TRPV1-expressing cells, Fluo-8 calcium influx, agonist mode. activation, % at 8.33 µM. 320,000 tested, 0.19% active. AID 540275; in the data active = activation above about 80%; inconclusive = between about 30% and that limit; also: 0% is about no effect
Target sequence (Q8NER1 whole entry, looked up): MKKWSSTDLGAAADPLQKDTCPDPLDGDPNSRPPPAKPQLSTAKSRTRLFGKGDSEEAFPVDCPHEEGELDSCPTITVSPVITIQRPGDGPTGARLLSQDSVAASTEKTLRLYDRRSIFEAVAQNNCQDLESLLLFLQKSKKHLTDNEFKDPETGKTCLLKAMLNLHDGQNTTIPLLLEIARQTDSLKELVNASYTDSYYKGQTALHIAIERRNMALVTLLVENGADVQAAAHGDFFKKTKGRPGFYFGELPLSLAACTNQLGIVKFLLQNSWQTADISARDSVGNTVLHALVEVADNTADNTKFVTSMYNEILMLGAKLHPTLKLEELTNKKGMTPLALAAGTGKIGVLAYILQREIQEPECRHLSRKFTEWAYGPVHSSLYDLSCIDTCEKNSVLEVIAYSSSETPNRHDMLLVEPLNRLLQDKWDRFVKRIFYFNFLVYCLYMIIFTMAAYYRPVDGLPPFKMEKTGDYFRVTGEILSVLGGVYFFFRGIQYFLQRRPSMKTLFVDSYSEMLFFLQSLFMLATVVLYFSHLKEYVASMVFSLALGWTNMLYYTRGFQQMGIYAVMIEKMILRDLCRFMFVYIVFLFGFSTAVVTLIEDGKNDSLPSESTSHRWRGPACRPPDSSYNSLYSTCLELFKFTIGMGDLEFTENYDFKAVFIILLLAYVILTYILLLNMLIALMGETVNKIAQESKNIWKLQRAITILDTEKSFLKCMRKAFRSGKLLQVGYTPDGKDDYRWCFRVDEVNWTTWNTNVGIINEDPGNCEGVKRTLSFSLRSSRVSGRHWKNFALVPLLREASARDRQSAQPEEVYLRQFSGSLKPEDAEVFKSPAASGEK
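Fluo-8 calcium influx in TRPV1-expressing cells, kinetic read (ex 480/em 520 nm). Compound added and read 3 min for agonist activity, followed by capsaicin at EC20 final and 2 min further read for enhancement.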
KCNH2 3.1 block = blocks the human KCNH2 3.1 channel isoform; U2OS KCNH2 3.1, thallium flux FluxOr; stronger effect = lower value; activity change, % (tested at about 1.8 µM); 340,000 tested, 0.95% active; AID 720553;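 active = maximum activity change below -70%; inconclusive = maximum activity change from -70% to -50%; inactive = maximum activity change above -50%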;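 also: thallium influx rate constant from kinetic fluorescence after stimulation buffer; % is scaled to controls: 0 for no effect and ±100 for the full control effect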
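Normalized rate constant (relative to positive and negative DMSO controls) derived from a 2 min kinetic fluorescence read after stimulation; U2OS cells expressing the 3.1 isoform via virus at 1.77 x 10^8 /mL.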
Eya2 phos inh = blocks the phosphatase activity of human Eya2; Potency, µM (top dose mostly 76.9 µM), for inactives: at the top dose activity, negative = inhibition, hits mostly inhibitors; 330,000 tested, 0.006% active; recombinant Eya2, OMFP fluorescence dephosphorylation (OMFP is methylfluorescein phosphate); O00167; AID 488837; also: potency is read from the fitted curve at half-maximal effect; % is scaled to controls: 0 for no effect and ±100 for the full control effect
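Eya2 protein (added as 0.2 uM solution) was preincubated with compound for 10 min at ambient temperature in 50 mM HEPES pH 7.5, 50 mM NaCl, 5 uM MgCl2, 0.05% BSA, 1 mM DTT. OMFP (added at 50 uM) then reacted 10 min; fluorescence read at 485/525 nm.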
TSHR antag = human thyrotropin receptor antagonism; activity change, negative = inhibition, % at 11.5 µM; 330,000 tested, 0.2% active; TSHR-expressing cells, TSH-stimulated cAMP HTRF, 2 h; stronger effect = lower value;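 active = activity change below a set negative limit, meaning inhibition stronger than a set level, cut at about -70% in these data; inconclusive = activity change between two set negative limits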; also: % is scaled to controls: 0 for no effect and ±100 for the full control effect
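TSHR-expressing cells were treated with compounds, then stimulated with TSH at EC80 (4nM final) for 2 hours at 37 deg C. Cellular cAMP was measured by HTRF competition between lysate cAMP and cAMP-d2 for a cryptate-labelled anti-cAMP antibody.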
USP2a inh = USP2a (human) protease inhibition; Potency, µM (highest dose often 38.3 µM), for inactives: at the highest dose activity change, negative = inhibition, usual class: inhibitors; O75604; USP2 core, Ub-CHOP2 coupled fluorogenic reporter, 485/531; 330,000 tested, 0.01% active;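 also: potency is read from the fitted curve at half-maximal effect; plate controls were DMSO wells for no effect and full inhibition by NEM control for full effect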
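Cell-free coupled assay: 10nM USP2 core preincubated 30min RT with compound in Tris-HCl pH 8.0/CaCl2/CHAPS buffer, then 25nM Ub-CHOP2 and 25nM reporter substrate; fluorescence (Ex 485/Em 531) read after 60min RT, normalized to NEM inhibition, concentration-response curves fitted.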
ELG1 repair inh = inhibitors of ELG1-dependent DNA repair in HEK293T cells; HEK293T ELG1-luciferase reporter, luminescence, 16 h; DNA damage induced by 5-fluorouridine; Potency, µM (highest dose often 46.1 µM), for the others: at the top dose activity change, negative = inhibition, usual class: inhibitors; 330,000 tested, 2.3% active; AID 504467; also: potency is read from the fitted curve at half-maximal effect; % is scaled to controls: 0 for no effect and ±100 for the full control effect; nearly all actives have a fitted effect of over 55% in size
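HEK293T cells expressing luciferase-tagged ELG1 (2,000/well) received 5-Fluorouridine plus compound or DMSO for 16 hr at 37 °C. Luciferase was read by ONE-Glo luminescence after 30 min at room temperature.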
hERG WT inh = inhibitors of human wildtype KCNH2 potassium channel. 340,000 tested, 0.37% active. Q12809. activity change, % at 1.84 µM. U2OS, BacMam KCNH2, thallium flux FluxOr; stronger effect = lower value. AID 720551;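 active = maximum activity change below -70%; inconclusive = maximum activity change between -70% and -50%; inactive = maximum activity change above -50%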; also: % is scaled to controls: 0 for no effect and ±100 for the full control effect
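U2OS cells transduced with wild-type KCNH2 virus are loaded with FluxOr dye for 45 min, and thallium flux is measured in kinetic reads before and after stimulation buffer. Rate constants are normalized to DMSO controls.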
A-T KAP1 phos = potential ataxia-telangiectasia treatment; […] A-T fibroblasts, KAP-1 phosphorylation AlphaLISA; neocarzinostatin DNA damage 30 min before lysis; AID 485349; 320,000 tested, 0.19% active; Potency, µM (series often up to 57.5 µM), for the others: at the highest dose activation, actives largely listed as activators; also: potency is read from the fitted curve at half-maximal effect; % of control where 0% means no effect; nearly all actives have a fitted effect of over 45% in size
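hTERT-immortalized A-T patient fibroblasts ([…]), 500 cells/well in OPTI-MEM, 1% FBS, got compounds for 60 min, then NCS for 30 min at 37C. Lysates were then assayed for phospho-KAP-1 by AlphaLISA (anti-pKAP1 donor, anti-KAP1 acceptor beads), 6 hr at 25C.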
Mito fusion yeast = mitochondrial division inhibition or fusion activation; 320,000 tested, 0.23% active; Potency, µM (doses to about 46.1 µM), for the others: top-dose growth rescue (activation), most hits filed as activators; S. cerevisiae fusion-defective mutant growth rescue, CellTiterGlo 48 h;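 also: potency is read from the fitted curve at half-maximal effect; % of control where 0% means no effect; nearly all actives have a fitted effect of over 45% in size; temperature-sensitive fusion mutants such as fzo1-1 at 37 °C on non-fermentable ethanol glycerol medium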
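S. cerevisiae fusion-defective temperature-sensitive mutants (e.g. fzo1-1, mgm1-5) grown 48 h at 37C in YPEG (ethanol/glycerol non-fermentable) medium with 23 nl compound per well; growth rescue read as CellTiterGlo luminescence.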
TCR activator = activates T cell receptor signaling. 330,000 tested, under 10 active. Potency, µM (titrated, usually from 9.22 µM), for the others: at the top dose activation of IL-2 secretion, actives largely listed as activators. AID 504894. primary human leukocytes, anti-CD3, IL-2 HTRF, 48 h; also: % of control where 0% means no effect
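Activity was scored as IL-2 release from primary human leukocytes given only a TCR signal (a-CD3 beads) plus compound for 48 hr. Detection used a two-antibody HTRF format read at 665nm.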
Starred values were filed as active, the others as inactive; [ ] = dose if it differs, or a comment. Unless noted, calls follow the shape of the dose curve; as a rule, active = well fitted curve in the direction sought with a large enough effect; inconclusive = small, poorly fitted or top-dose-only effect, or another doubt; inactive = no such curve, though single readings can be large; an effect the other way counts as inactive or inconclusive. Only part of the results is shown. The share of hits here may be higher or lower than overall.

Cc1ccc(S(=O)(=O)N(C)CC(=O)NCC(c2ccco2)N(C)C)cc1 (centres undefined) was read as TRPV1 ag -1.5, KCNH2 3.1 block -18.8, Eya2 phos inh 8.1%, TSHR antag 4.7, USP2a inh 0.8%, ELG1 repair inh 29.4%, hERG WT inh 34.9, A-T KAP1 phos -4.5%, Mito fusion yeast -2.9% and TCR activator 2.0%.
O=C(/C=C/c1cccc([N+](=O)[O-])c1)NCCSCc1cccc(Cl)c1 was read as TRPV1 ag inconclusive, KCNH2 3.1 block 0.2, Eya2 phos inh -1.2%, TSHR antag -28.9, USP2a inh 1.5%, ELG1 repair inh -8.3%, hERG WT inh 4.6, A-T KAP1 phos 3.6%, Mito fusion yeast inconclusive and TCR activator -12.2%[46.1 µM].
CCN1CCN(C(=O)c2cc3sccc3n2CC(=O)c2ccccc2)CC1 was read as TRPV1 ag 1.4, KCNH2 3.1 block -13.7, Eya2 phos inh 4.3%, TSHR antag -3.6, USP2a inh 2.1%, ELG1 repair inh 7.1%, hERG WT inh 61.3, A-T KAP1 phos 1.1%, Mito fusion yeast -7.7% and TCR activator -30.3%.
COC(=O)Nc1ccccc1C(=O)N1CCCCC1 was read as TRPV1 ag -9.1, KCNH2 3.1 block -14.2, Eya2 phos inh -10.9%, TSHR antag 9.3, USP2a inh 0.5%, ELG1 repair inh 4.5%, hERG WT inh 1.9, A-T KAP1 phos -3.2%, Mito fusion yeast -3.0% and TCR activator 1.3%.
`C=CCn1nnnc1SCC(=O)Nc1cccc(OC)c1` gave TRPV1 ag 2.3, KCNH2 3.1 block 10.9, Eya2 phos inh -5.2%, TSHR antag -8.2, USP2a inh 2.3%, ELG1 repair inh -1.6%, hERG WT inh -2.0, A-T KAP1 phos 0.9% and Mito fusion yeast 0.9%.
Clc1ccc(-n2nnnc2-c2cnc3ccc(Cl)cc3c2-c2ccccc2)cc1 was read as TRPV1 ag -1.4, KCNH2 3.1 block -13.6, Eya2 phos inh -6.8%, TSHR antag 14.7, USP2a inh -0.9%, ELG1 repair inh inconclusive, hERG WT inh -1.1, A-T KAP1 phos 3.5%, Mito fusion yeast -1.8% and TCR activator -0.2%.
Screening Cc1ccc(-n2c(SCC3CCCCO3)nnc2-c2ccco2)cc1 (centres undefined) returned TRPV1 ag 1.4, KCNH2 3.1 block -10.8, Eya2 phos inh -7.8%, TSHR antag -1.9, USP2a inh 0.9%, ELG1 repair inh -18.7%, hERG WT inh -2.7, A-T KAP1 phos -4.6%, Mito fusion yeast 4.9% and TCR activator 5.3%.
Cc1ccc(C)c(NC(=O)CSc2nnc(CCCCCNC(=O)OC(C)(C)C)o2)c1 was read as TRPV1 ag -0.4, KCNH2 3.1 block -5.1, Eya2 phos inh -7.9%, TSHR antag -12.6, USP2a inh 1.2%, ELG1 repair inh inconclusive, hERG WT inh -12.6, Mito fusion yeast -0.1% and TCR activator 4.8%.
For CCOC(=O)c1c(C)n(C)c2cc(Br)c(O)c(O)c12 the results were TRPV1 ag -0.5, KCNH2 3.1 block 0.4, Eya2 phos inh 1.3%, TSHR antag -9.9, USP2a inh 1.3%, ELG1 repair inh inconclusive, hERG WT inh 6.0, A-T KAP1 phos -1.6%, Mito fusion yeast -1.8% and TCR activator -0.9%.
Brc1ccc(-c2ccc(/C=N/Nc3nc4ccccc4[nH]3)o2)cc1 was read as TRPV1 ag inconclusive, KCNH2 3.1 block 1.1, Eya2 phos inh 3.2%, TSHR antag 7.3, USP2a inh -14.2%, ELG1 repair inh inconclusive, A-T KAP1 phos 5.7%, Mito fusion yeast -28.6% and TCR activator -3.2%[46.1 µM].
`CCn1ccnc1CN(C)Cc1nc(-c2ccc(C(=O)OC)cc2)no1` gave TRPV1 ag 5.2, KCNH2 3.1 block 4.7, Eya2 phos inh -25.4%, TSHR antag 9.7, USP2a inh 5.9%, ELG1 repair inh 2.0%, hERG WT inh -7.5, A-T KAP1 phos 26.3%, Mito fusion yeast -5.8% and TCR activator -3.8%.
`COc1ccc(S(=O)(=O)N2CCCc3ccccc32)cc1OC` gave TRPV1 ag -2.5, KCNH2 3.1 block -6.2, Eya2 phos inh 9.5%, TSHR antag -11.0, USP2a inh 0.0%, ELG1 repair inh inconclusive, hERG WT inh -13.5, A-T KAP1 phos 11.2%, Mito fusion yeast -5.5% and TCR activator 0.5%.
Cc1cc(Cl)cc2c(N=Nc3ccccc3C(=O)O)c(O)[nH]c12 was read as TRPV1 ag -1.5, KCNH2 3.1 block -6.4, Eya2 phos inh 0.7%, TSHR antag 4.9, USP2a inh 1.6%, ELG1 repair inh inconclusive, hERG WT inh 6.7, A-T KAP1 phos 48.6%, Mito fusion yeast 16.3% and TCR activator 7.4%.
`NS(=O)(=O)c1cccc(NC(=O)CSc2ncc(C(F)(F)F)cc2Cl)c1` gave TRPV1 ag inconclusive, KCNH2 3.1 block -26.9, Eya2 phos inh -4.0%, TSHR antag 3.2, USP2a inh -1.1%, ELG1 repair inh 2.8%, hERG WT inh 4.9, A-T KAP1 phos 5.9%, Mito fusion yeast -0.9% and TCR activator -4.5%[46.1 µM].
For CCc1ccc(NC(=S)N2CCCCCCC2)cc1 the results were TRPV1 ag inconclusive, KCNH2 3.1 block 2.0, Eya2 phos inh 4.5%, TSHR antag 2.6, USP2a inh -1.8%, ELG1 repair inh inconclusive, hERG WT inh 7.1, A-T KAP1 phos 15.1%, Mito fusion yeast -11.3% and TCR activator 1.1%.
Screening CC(CCC(=O)O)(c1ccc(O)cc1)c1ccc(O)cc1 returned TRPV1 ag -5.3, KCNH2 3.1 block -19.3, Eya2 phos inh 10.3%, TSHR antag -20.9, USP2a inh -0.2%, ELG1 repair inh 13.6%, hERG WT inh -5.4, A-T KAP1 phos 15.4%, Mito fusion yeast 0.0% and TCR activator 2.9%.
`CCOc1cc(Br)c(Br)c(C=Nc2ccc(NC(C)=O)cc2)c1O` gave TRPV1 ag -0.8, KCNH2 3.1 block -4.9, Eya2 phos inh -13.0%, TSHR antag -31.1, USP2a inh 2.3%, ELG1 repair inh -1.4%, hERG WT inh 13.0, A-T KAP1 phos 0.8%, Mito fusion yeast -4.3% and TCR activator -2.2%[46.1 µM].
Screening Cc1ccc(N2CCN(C(=O)c3cccs3)CC2)cc1C returned TRPV1 ag inconclusive, KCNH2 3.1 block -2.1, Eya2 phos inh -18.6%, TSHR antag -5.9, USP2a inh 0.6%, ELG1 repair inh -6.7%, hERG WT inh 15.4, A-T KAP1 phos 18.4% and Mito fusion yeast 3.6%.
O=C1COc2ccc(C(=O)COC(=O)CCSc3ccc(Cl)cc3)cc2N1 was read as TRPV1 ag 4.3, KCNH2 3.1 block -44.5, Eya2 phos inh -0.4%, TSHR antag 1.2, USP2a inh -2.0%, ELG1 repair inh -3.4%, hERG WT inh -10.3, A-T KAP1 phos -5.4%, Mito fusion yeast 1.6% and TCR activator -1.3%.
For CC12CN(Cc3ccccc3)CC(C)(CN(Cc3ccccc3)C1)C2=NO the results were TRPV1 ag -2.8, KCNH2 3.1 block 5.8, Eya2 phos inh -3.8%, TSHR antag 27.1, USP2a inh -1.7%, ELG1 repair inh inconclusive, hERG WT inh 54.4, A-T KAP1 phos 12.3%, Mito fusion yeast 1.4% and TCR activator 3.0%.
Screening O=C(CS(=O)(=O)Cc1ccccc1)Nc1ccccn1 returned TRPV1 ag -2.0, KCNH2 3.1 block -3.4, Eya2 phos inh 1.0%, TSHR antag -7.0, USP2a inh 1.8%, ELG1 repair inh 16.7%, hERG WT inh -0.6, Mito fusion yeast -1.1% and TCR activator -1.6%[46.1 µM].
Screening CCC(Sc1ncccc1C(=O)OCCN1CCCC1=O)C(=O)NCc1ccco1 (centres undefined) returned TRPV1 ag -1.6, KCNH2 3.1 block 1.5, Eya2 phos inh 5.6%, TSHR antag 23.6, USP2a inh 2.0%, ELG1 repair inh 20.6%, hERG WT inh -15.1, A-T KAP1 phos 15.2%, Mito fusion yeast 6.8% and TCR activator -1.7%.
Screening Cc1cccn2c(=O)c(C=O)c(Nc3ccccc3)nc12 returned TRPV1 ag -1.9, KCNH2 3.1 block 4.3, Eya2 phos inh -5.1%, TSHR antag -3.9, USP2a inh -0.3%, ELG1 repair inh 8.8%, hERG WT inh 3.1, A-T KAP1 phos -0.5%, Mito fusion yeast 3.4% and TCR activator -3.8%.
CCn1c(SC/C=C/c2ccccc2)nnc1-c1cnccn1 was read as TRPV1 ag -1.0, KCNH2 3.1 block -0.3, Eya2 phos inh -7.7%, TSHR antag 0.9, USP2a inh 2.2%, ELG1 repair inh 1.4%, hERG WT inh -18.7, A-T KAP1 phos 2.6%, Mito fusion yeast 10.5% and TCR activator -1.6%.

Screening results from PubChem BioAssay.
